# MsrA inh: bovine MsrA enzyme inhibitors, primary screen, biochemical, absorbance, HTS. inhibition, % at 15.5 µM. purified bovine MsrA, absorbance read-out. Methionine sulfoxide reductase A (Bos taurus). 0.75% of 360,000 active; in the data active = inhibition above about 4.5%;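 note: 0% = vehicle wells with enzyme and 100% = reference inhibitor wells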
# STEP block: STEP phosphatase inhibitors, primary screen, biochemical, fluorescence intensity, uHTS; 0.25% of 360,000 active; Tyrosine-protein phosphatase non-receptor type 5 (Homo sapiens), P54829; recombinant STEP, OMFP fluorogenic substrate; AID 588621, 2011; inhibition, % at 20 µM;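 active = inhibition at 20 µM, scaled per plate between control wells, above about 37%, limit read from the data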;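 note: 0% = DMSO with enzyme and substrate and 100% = substrate only without enzyme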
# Target sequence (P54829 whole entry, looked up): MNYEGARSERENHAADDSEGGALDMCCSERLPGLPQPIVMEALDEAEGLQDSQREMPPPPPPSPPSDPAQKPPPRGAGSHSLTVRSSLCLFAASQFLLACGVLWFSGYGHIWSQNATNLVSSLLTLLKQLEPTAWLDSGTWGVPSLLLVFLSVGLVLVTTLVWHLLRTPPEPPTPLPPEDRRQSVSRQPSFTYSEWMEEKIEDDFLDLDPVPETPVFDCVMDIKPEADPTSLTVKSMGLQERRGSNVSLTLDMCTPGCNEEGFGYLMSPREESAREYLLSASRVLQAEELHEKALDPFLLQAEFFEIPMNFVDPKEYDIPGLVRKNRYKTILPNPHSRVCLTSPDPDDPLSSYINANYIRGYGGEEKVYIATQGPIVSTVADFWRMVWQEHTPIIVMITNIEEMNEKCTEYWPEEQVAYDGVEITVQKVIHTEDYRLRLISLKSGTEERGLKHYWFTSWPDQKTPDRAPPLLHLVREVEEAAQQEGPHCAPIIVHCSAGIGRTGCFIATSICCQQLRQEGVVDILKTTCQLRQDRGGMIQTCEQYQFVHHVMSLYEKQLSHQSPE
#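 Test system: STEP tyrosine phosphatase / Reagent: OMFP at 25 µM / Doses: 20 µM, 1% DMSO / Read-out: percent inhibition scaled to no-enzyme and uninhibited-enzyme controls, plate-pattern corrected / Detection: FITC-channel fluorescence of OMFP product / Medium: Bis-Tris buffer pH 6.0, 2.5 mM DTT, 0.005% Tween 20 / Schedule: 20 min at room temperature, dark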
# Tb MetRS inh: T. brucei MetRS inhibitors, primary screen, biochemical, luminescence. methionyl-tRNA synthetase (Trypanosoma brucei brucei). purified T. brucei MetRS, ATP depletion, Kinase-Glo luminescence. inhibition, % at 11.9 µM. 0.4% of 360,000 active;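 active = inhibition above a per-plate cutoff of the control wells' mean inhibition plus 3 SD, cut at about 5.5% in these data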;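 note: 0% = DMSO wells median and 100% = median of wells with control inhibitor compound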
#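 System: purified T. brucei MetRS enzyme / Detection: Kinase-Glo luciferase luminescence reporting remaining unconsumed ATP / Medium: HEPES buffer with MgCl2, KCl, DTT, spermine, BSA, pyrophosphatase / Replication: singlicate, one well per compound / Evaluation: percent inhibition relative to median high and low control wells / Schedule: 2 h aminoacylation at 25 °C after 15 min preincubation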
# CSN inh: inhibitors of CSN-mediated cullin deneddylation, primary screen, biochemical, fluorescence polarization, uHTS; Purified CSN, SCF-Nedd8-OG deneddylation; inhibition, % at 12.5 µM; COP9 signalosome complex subunit 5 (Homo sapiens), Q92905; 0.38% of 360,000 active;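 active = pattern-corrected inhibition above about 35%, with an unprinted fluorescence ratio check between 0.5 and 1.5, limit read from the data, passing the limit was not always enough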;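 note: 0% = enzyme with substrate and 100% = substrate without enzyme; some results filed as inactive read as strong as hits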
#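 Assay system: HEK293T-derived human Csn5 enzyme; quantity: 0.24 nM enzyme; medium: Tris/NaCl/DTT buffer, pH 7.5; also added: substrate SCFSkp2-Nedd8OG, 10 nM; doses: 12.5 µM compound; schedule: 90 min reaction at room temperature; signal: FP; read-out: % inhibition of substrate cleavage by Csn5; benchmarks: substrate-only high control, full reaction low control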
# LMPTP inh: LMPTP phosphatase inhibitors, primary screen, biochemical, fluorescence intensity, uHTS; AID 651560, 2012; Low molecular weight phosphotyrosine protein phosphatase (Homo sapiens), P24666; inhibition, % at 20 µM; recombinant LMPTP-A, OMFP fluorogenic substrate; 0.22% of 360,000 active;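 active = compounds that cut the enzyme signal by at least half of the control window in the single-dose screen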;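 note: plate controls were DMSO wells with enzyme plus substrate for no effect and substrate without enzyme for full effect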
# Target sequence (P24666 whole entry, looked up): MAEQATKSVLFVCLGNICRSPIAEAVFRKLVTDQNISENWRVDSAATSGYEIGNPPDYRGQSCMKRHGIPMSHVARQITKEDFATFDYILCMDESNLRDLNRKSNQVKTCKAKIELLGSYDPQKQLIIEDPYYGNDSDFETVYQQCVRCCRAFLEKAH
#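 Assay system: LMPTP-A enzyme. Input: 0.625 nM LMPTP-A final. Probe or stimulus: 400 µM OMFP. Compound dosing: single 20 µM dose. Schedule: 50 min dark incubation at room temperature. Detection: fluorescence intensity of OMFP turnover product. Read-out: percent inhibition versus substrate-only and uninhibited controls. Benchmarks: no-enzyme low control, uninhibited high control.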
# SUMO1 PPI mod: modulators of SUMO1 protein-protein interactions, primary screen, biochemical, uHTS. 0.33% of 360,000 active. Small ubiquitin-related modifier 1 (Homo sapiens), P63165. inhibition, % at 20 µM. SUMO1 binding to a labelled peptide, TR-FRET, 1 h; in the data active = inhibition above about 37%
# Target sequence (P63165 whole entry, looked up): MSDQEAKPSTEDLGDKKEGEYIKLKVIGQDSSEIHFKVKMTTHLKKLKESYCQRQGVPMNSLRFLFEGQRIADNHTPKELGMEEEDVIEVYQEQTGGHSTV
# Rpn11 block: Rpn11 (PSMD14) deubiquitinase inhibitors, primary screen, biochemical, fluorescence polarization, uHTS; 0.59% of 360,000 active; 26S proteasome non-ATPase regulatory subunit 14 (Homo sapiens), O00487; AID 588493, 2011; calls only at 20 µM; human 26S proteasome, Ub4-pepOG fluorescence polarization; 20S core pre-blocked with epoxomicin;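 active = inhibition at 20 µM, scaled to each plate's controls, above about 33%, limit read from the data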
# NadD block: inhibitors of S. aureus NadD, primary screen, biochemical, colorimetric, uHTS. 0.78% of 360,000 active. Nicotinate-nucleotide adenylyltransferase NadD (Staphylococcus aureus N315). purified NadD enzyme, colorimetric absorbance read-out. inhibition, % at 20 µM; in the data active = inhibition above about 26%; note: some compounds past the cut are filed as inactive
# Scp-1 inhibitor: Scp-1 phosphatase inhibitors, primary screen, biochemical, colorimetric, uHTS. Recombinant Scp1, phosphopeptide, malachite green phosphate absorbance. AID 493091, 2011. inhibition, % at 20 µM. 0.88% of 340,000 active. Carboxy-terminal domain RNA polymerase II polypeptide A small phosphatase 1 (Homo …;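 active = inhibition above about 50% at 20 µM, limit read from the data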;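 note: plate controls were DMSO wells with enzyme for no effect and wells lacking enzyme for full effect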
# Target sequence (Q9GZU7 76-261 limits assumed): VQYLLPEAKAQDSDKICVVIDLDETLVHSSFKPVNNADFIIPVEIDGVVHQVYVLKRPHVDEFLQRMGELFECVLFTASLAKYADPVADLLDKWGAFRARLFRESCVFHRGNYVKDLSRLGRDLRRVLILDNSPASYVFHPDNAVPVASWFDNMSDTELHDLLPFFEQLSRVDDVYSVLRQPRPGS
#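 Test system: SCP-1 catalytic domain; Buffer or medium: Acidic Tris acetate buffer with magnesium and detergent; Also added: Phosphorylated 17-residue peptide substrate; Compound: single 20 µM dose, 1% DMSO; Schedule: enzyme reaction 45 min at room temperature, colour 5 min, stabilisation 30 min; Signal: Phosphate-binding colour reagent, absorbance read at 630 nm.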
# DNMT1 inh: human DNMT1 methyltransferase inhibitors, primary screen, biochemical, molecular beacon, fluorescence, HinP1I cleavage, uHTS; 0.83% of 360,000 active; AID 588458, 2011; inhibition (reported as % activation of signal), % at 10 µM; in the data active = inhibition above about 50%
# * marks the source's active call; other numbers are inactive results; i = inactive; · = not tested or not shown. Compounds were not picked by outcome; 3.9% or so of the library scored in one or more.
SMILES,MsrA inh,STEP block,Tb MetRS inh,CSN inh,LMPTP inh,SUMO1 PPI mod,Rpn11 block,NadD block,Scp-1 inhibitor,DNMT1 inh
O=C(CSc1nc2c(sc3ccccc32)c(=O)n1Cc1ccco1)NCC1CCCO1 (configuration not stated),1.0,-0.3,0.0,-2.3,0.1,-2.6,i,-0.3,0.6,21.2
Cc1cc2cc(CNC(=O)CC(C)C)ccc2n1C,1.0,1.8,-1.1,-0.2,2.0,-24.3,i,10.8,-8.4,-9.7
Cc1ccccc1-n1nc2c(c1NC(=O)C1CCCC1)CS(=O)(=O)C2,-0.4,0.7,0.1,-2.3,0.3,1.1,i,0.3,-4.5,2.3
COc1ccccc1-c1nnc(NC(=O)CCS(=O)(=O)c2ccccc2)o1,0.0,-0.3,-0.2,3.5,-1.7,8.6,i,5.1,-1.6,-0.2
COc1ccc(CC(=O)OCC(=O)Nc2c(C)n(C)n(-c3ccccc3)c2=O)cc1,0.2,-3.2,-1.1,-6.4,-2.8,-4.1,i,-4.0,-2.2,-1.8
Cc1ccccc1Nc1ccc2nonc2c1[N+](=O)[O-],0.8,-1.2,-0.2,-2.0,-0.1,-38.9,i,-1.0,-9.7,-0.4
FC(F)(F)c1cnc(N2CCN(C(=S)NCc3ccccc3)CC2)c(Cl)c1,-1.4,2.7,-0.4,1.9,2.5,8.8,i,-7.3,0.9,-0.2
CCOC(=O)c1nnc(-c2ccccc2)nc1NCc1ccc(Cl)cc1,-0.2,2.9,-0.4,-2.1,3.1,-1.2,i,1.2,6.9,-1.9
CCCC(=O)Nc1ccc2oc(-c3cncc(Br)c3)nc2c1,-0.8,3.2,-0.6,1.4,-0.5,-10.1,i,-5.9,-5.6,-1.9
CN(C)c1ccc2c3c(ccc(N(C)C)c13)C(=O)OC2,0.4,-3.0,0.8,-4.0,-1.6,-21.3,i,-1.0,-7.9,-5.3
CCOC(=O)c1cnc(SCC(=O)Nc2cccc(OC)c2)nc1N,-0.6,2.3,0.1,-2.2,0.0,0.2,i,-8.4,-4.4,-6.4
Cc1cc(C(=O)Nc2ccc3c(c2)OCO3)no1,0.7,-1.8,0.4,4.0,1.1,-3.3,i,0.2,-6.0,-1.9
Cc1cc(C)c(C(=O)NC2CC(C)(C)Cc3c2cnn3-c2cccc(F)c2)[nH]1 (configuration not stated),-0.5,1.5,-0.3,-3.0,1.0,3.3,i,-1.8,-1.8,-1.4
O=[N+]([O-])c1ccc2nc(N3CCCC3)sc2c1,1.0,2.1,-0.5,0.6,-0.5,-37.9,i,5.0,5.2,1.8
COC(C[C@H]1O[C@H]1[C@H](O)[C@H](C)OCc1ccccc1)OC,0.9,-2.9,-0.2,1.2,-1.5,6.1,i,-3.4,-7.1,4.6
O=C(Nc1nc2ccccc2n1CCN1CCCCC1)c1ccco1,4.5,-2.2,1.1,-3.1,0.4,-2.4,i,-1.5,-10.7,-0.1
NC(=O)CC(NC(=O)Cc1ccc(Cl)cc1)c1ccc(NC2CC3CCC2C3)c([N+](=O)[O-])c1 (configuration not stated),0.2,-0.3,-0.4,-0.8,0.2,-28.6,i,2.7,5.4,-11.7
CCN1CCN(c2ccc(NC(=O)c3ccc4c(c3)[nH]c(=O)n4Cc3ccc(OC)cc3)cc2)CC1,-0.7,-0.6,0.3,0.2,2.9,0.4,i,-4.8,-6.5,-5.6
Cc1cc(NC(=O)CCCC(=O)N(CC(=O)NC2CCCCC2)c2ccccc2)no1,0.0,-1.0,0.1,1.9,-1.1,2.2,i,0.7,-1.1,2.0
O=C(C1CCC(=O)N1Cc1cccnc1)N1CCN(c2ccc(F)cc2)CC1 (configuration not stated),-0.4,-3.2,-0.3,0.1,-2.3,1.9,i,2.6,-16.1,5.4
COc1cccc(Cn2c(=S)[nH]c3ccc(N4CCOCC4)cc3c2=O)c1,1.2,-2.7,-0.3,-1.0,0.8,3.3,i,5.5,-5.8,-0.3
CS(=O)(=O)N(CC(N)=O)c1cccc(Br)c1,1.0,-0.1,0.0,0.9,-0.7,-2.2,i,-2.3,-3.0,-0.8
COc1ccc(-c2oc3c4c2C(=O)OCCOC4CCC3)cc1 (configuration not stated),1.8,·,-0.6,2.3,0.5,-5.7,·,-5.6,·,·
CCN(CC)S(=O)(=O)c1cccc(-c2nnc(SCC(=O)c3cc(C)n(C)c3C)o2)c1,0.3,-3.5,-0.2,3.0,3.4,-2.2,i,3.9,-5.2,-6.3
CCC(=O)Nc1ccc(NC(=S)NC(=O)c2oc3ccccc3c2C)cc1,-1.1,2.3,0.3,-10.9,2.1,-7.8,i,-2.3,-2.7,25.3
CCCS(=O)(=O)NCCc1cc2c(OC)ccc(OC)c2[nH]c1=O,2.1,6.4,-0.6,1.1,-1.8,-1.4,i,-2.1,-3.6,1.3
CCOc1c(Cl)cc(CNc2ccc(S(N)(=O)=O)cc2)cc1OC,-2.0,-3.4,-0.5,-9.5,-0.6,-1.3,i,-5.4,-4.6,1.6
COc1cccc(OC)c1OCCCCN1CCCC1,-0.6,0.2,-0.1,-1.6,-2.1,-4.1,i,2.8,-5.2,1.9
COc1cc(Cn2c3ccc(NC(=S)NCc4ccc(C)cc4)cc3c(=O)n2C)ccc1F,1.7,2.7,7.9*,0.0,1.2,1.3,i,3.8,·,-10.8
CCC(C(=O)NC1CCCC1)N(Cc1ccco1)C(=O)CNS(=O)(=O)c1ccccc1 (configuration not stated),-0.5,-1.7,-0.1,1.5,-0.3,3.1,i,-3.3,0.7,-1.1
C=CC[C@@H](CC(=O)N[C@H](CO)Cc1ccccc1)C(=O)N[C@H](COC(=O)[C@@H](CC=C)Cc1ccc(F)cc1)Cc1ccccc1,-0.3,0.3,-0.4,-1.2,-0.3,4.8,i,-2.9,-11.0,18.7
COc1nnc(OC)c2ccccc12,0.3,-2.7,-0.1,-2.9,-1.4,1.1,i,-2.3,-7.7,1.1
COc1ccc(NC(=O)COC(=O)COc2cccc(Br)c2)cc1OC,-0.9,0.9,-0.4,2.5,-1.6,-2.5,i,-6.1,-5.2,4.5
Fc1cccc(CCN2CCNC[C@@H]2Cc2ccccc2)c1,0.3,-1.2,-0.3,38.2*,0.6,27.0,i,-4.2,10.6,-1.0
NC(=O)C[C@H]1NC(=O)[C@H](CCC(=O)O)NC(=O)c2cc([N+](=O)[O-])cc(I)c2NCCC[C@@H](C(N)=O)NC1=O,0.6,-1.5,-0.2,2.3,-0.5,-3.4,i,5.4,10.6,4.0
CC/C(=N\NC(=O)CNC(=O)/C=C/c1ccc(OC)cc1)c1ccccc1,-0.2,1.3,0.4,2.2,-0.3,-5.9,i,-9.5,-1.2,2.0
CNC(=O)c1cc2cc(Br)ccc2s1,0.8,0.9,0.3,2.7,0.0,-1.3,i,-6.3,-2.6,-7.2
COc1ccccc1N(C)S(=O)(=O)c1ccc(C(=O)NCc2ccccc2CN2CCCC2)cc1,-1.5,-1.6,-0.3,-1.0,0.2,3.6,i,4.1,-2.2,-1.3
O=C(/C=C/c1cccs1)NNC(=O)c1cccc([N+](=O)[O-])c1,2.6,1.9,-0.2,-6.4,-0.9,-30.2,i,4.8,-9.6,4.1
O=C(NC1CCCC1)C(c1ccccn1)N(C(=O)c1csnn1)C1CC1 (configuration not stated),-1.2,-3.0,-0.8,1.9,-1.6,0.8,i,-0.8,9.5,1.4
Cc1ccc(S(=O)(=O)N2CCCC2C(=O)NCc2ccccc2Cl)cc1 (configuration not stated),-0.4,-1.8,-0.7,1.0,0.5,2.1,i,-2.1,-1.2,4.2
CNC(=O)c1ccccc1Sc1ccccc1CO,-1.1,-2.5,-0.1,-3.1,-2.6,4.6,i,-6.1,-0.7,-0.5
Cc1ccc(C)c(-n2c(=O)c(C#N)cc3c(=O)n4ccccc4nc32)c1,0.7,-1.8,-0.3,8.4,0.2,-19.7,i,1.6,0.9,-0.7
COc1ccc(CN2C(=O)CSCC2(C)C(=O)NCc2ccccc2)cc1OC (configuration not stated),-0.4,·,-0.1,-0.5,-2.2,5.9,·,·,·,·
O=C(CN1CCN(CCC(=O)Nc2ccccc2F)CC1)Nc1ccc(Cl)cc1,0.8,0.3,6.4*,-2.9,-0.6,-0.4,i,-0.9,3.6,-0.2
Cc1cccc(OCCCC(=O)NC(C)C)c1,-0.7,-4.4,-0.7,-3.0,-0.9,2.5,i,-1.0,-13.1,2.2
Cc1cc(Cl)cc(C)c1OCCn1ccnc1,1.1,-3.3,1.5,-0.9,-0.3,6.3,i,-3.4,-4.5,-0.9
CCOC(=O)/C=c1\s/c(=C\c2c(OC)ccc3ccccc23)c(=O)n1CC(=O)NCC1CCCO1 (configuration not stated),0.4,0.3,-0.9,10.1,1.7,-6.8,·,-8.4,-4.3,-6.2
O=C(O)c1ccc(N2CCCCC2)cc1O,0.3,-8.1,0.2,-0.2,0.5,-2.1,i,-4.8,-4.3,-0.9
O=C(CCn1cccc1)NCCc1ccc(Cl)cc1,0.8,-0.7,0.2,1.9,-2.1,-1.6,i,6.3,2.6,-2.5

# Compound activity (PubChem BioAssay)
